# Assay outcomes: PubChem BioAssay, National Center for Advancing Translational Sciences (NCATS)
# TDP1 inh = blocks human tyrosyl-DNA phosphodiesterase 1; Potency, µM (doses to about 130 µM), for the others: at the top dose activity change, negative = inhibition, most hits filed as inhibitors; recombinant TDP1, AlphaScreen DNA substrate cleavage; hit rate 0.28% among 350,000; further: nearly all actives have a fitted effect of over 40% in size
# Target sequence (Q9NUW8 whole entry, looked up): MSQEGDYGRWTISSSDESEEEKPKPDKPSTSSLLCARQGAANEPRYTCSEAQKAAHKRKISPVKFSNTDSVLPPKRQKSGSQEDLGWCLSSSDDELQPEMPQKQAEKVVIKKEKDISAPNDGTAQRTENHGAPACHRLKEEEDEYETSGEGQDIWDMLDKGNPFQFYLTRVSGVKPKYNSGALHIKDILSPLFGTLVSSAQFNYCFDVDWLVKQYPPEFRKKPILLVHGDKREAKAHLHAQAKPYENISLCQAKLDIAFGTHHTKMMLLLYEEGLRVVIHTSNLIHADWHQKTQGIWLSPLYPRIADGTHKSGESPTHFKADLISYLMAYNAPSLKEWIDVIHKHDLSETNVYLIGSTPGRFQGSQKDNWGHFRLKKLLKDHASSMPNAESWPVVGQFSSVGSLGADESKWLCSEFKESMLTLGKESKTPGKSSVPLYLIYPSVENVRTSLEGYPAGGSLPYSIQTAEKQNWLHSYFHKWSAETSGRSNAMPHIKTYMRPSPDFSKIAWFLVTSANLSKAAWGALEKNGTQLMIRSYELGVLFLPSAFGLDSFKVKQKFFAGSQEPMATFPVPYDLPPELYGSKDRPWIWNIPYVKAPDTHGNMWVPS
#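 Recombinant human Tdp1 (E. coli-expressed, 1 nM final) preincubated with compounds 15 min at room temperature, then 5'-biotin/3'-phosphotyrosine-FITC DNA substrate (15 nM final) added for 5 min. AlphaScreen beads (10 ug/ml final) added 10 min; cleavage lowers signal.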
# TDP1 cell noCPT = qHTS for Inhibitors of human tyrosyl-DNA phosphodiesterase 1 (TDP1): qHTS in cells in absence of CPT; DT40 Tdp1-/- hTDP1 cells, no CPT, ATP luminescence, 48 h; hit rate 15% among 420,000; Potency, µM (titrated, usually from 46.2 µM), for inactives: at the top dose activity change, negative = growth inhibition, actives largely listed as inhibitors; further: nearly all actives have a fitted effect of over 55% in size
#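 DT40 Tdp1-/-;hTDP1 cells, no CPT (DMSO vehicle only), 400 cells/well; compounds pin-transferred; ≥48 hr, 37 °C; CellTiter-Glo 30 min RT dark, luminescence read.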
# TDP1 cell CPT = DT40-hTDP1 cell growth loss with CPT; Potency, µM (top dose mostly 46.2 µM), inactives show at the highest dose activity change, negative = growth inhibition, most hits filed as inhibitors; AID 686979; chicken DT40 Tdp1-/-;hTDP1 cells + 20 nM CPT, ATP luminescence, 48 h; hit rate 12% among 420,000; further: nearly all actives have a fitted effect of over 55% in size
#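 Cell growth measured by CellTiter-Glo luminescence after a minimum 48 h, 37 C compound exposure with 20 nM CPT in Tdp1-knockout DT40 cells stably expressing hTDP1, seeded 400/well; qHTS titration format.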
# * = called active by the depositor; ? = inconclusive; . = not tested or not shown; [ ] = another dose, or the depositor's remark. The call rests on the fitted dose curve; in most records, active means well fitted curve in the direction sought with a large enough effect; inconclusive means small, poorly fitted or top-dose-only effect, or another doubt; inactive means no such curve, though single readings can be large; an effect the other way counts as inactive or inconclusive. On the % scale 0 is the no-effect control and ±100 the full control effect; potency means the concentration at half of the fitted maximal effect.
SMILES,TDP1 inh,TDP1 cell noCPT,TDP1 cell CPT
Cc1cc(C)cc(Oc2nc3c(C)cccn3c(=O)c2/C=C(\C#N)C(=O)NC2CCS(=O)(=O)C2)c1 (stereo not drawn),0%,13µM*,16µM*
CCOc1ccccc1C(=O)Nc1nncs1,-1%,-27%,-19%
COc1cccc(CN2CCC2(C)C(=O)Nc2ccc3c(c2)OCO3)c1F (stereo not drawn),.,?,23µM*
O=C(CSc1nc2ccccc2s1)Nn1cnnc1,7%,7%,18µM*
COc1cccc(C(=O)N2CCC(c3nc4ccccc4s3)CC2)c1,-3%,?,?
COc1ccc(N2CCN(C(=O)c3cc(=O)c4cc(C)ccc4o3)CC2)cc1,.,?,-28%
CN1CCN(C(=O)c2cc(C(C)(C)C)cc(C(C)(C)C)c2)CC1,10%,-13%,-2%
OC(c1ccc2c(c1)CN(Cc1cccn1-c1ncccn1)CCO2)C1CCCCC1 (stereo not drawn),.,-23%,7%
CCOC(=O)C1CCN(c2c(C(=O)c3ccccc3)cnc3ccc(CC)cc23)CC1,3%,18µM*,?
COc1cccc(S(=O)(=O)Nc2ccc3c(c2)C(=O)N(C)C[C@H](OC)[C@H](C)CN(Cc2ccccc2F)[C@@H](C)CO3)c1,.,8.2µM*,9.2µM*
CCOc1ccc(OCCC(=O)Nc2ccc(F)cc2C)cc1,0%,-31%,-5%
COC(=O)N/N=C/c1cn(Cc2c(Cl)cccc2Cl)c2ccccc12,7%,?,-17%
CS(=O)(=O)n1nc(-c2ccco2)nc1NCc1ccccc1Cl,-5%,18µM*,?
CC(C)CN(C(=O)CSc1nnc2ccccn12)C1CCS(=O)(=O)C1 (stereo not drawn),-2%[56.1 µM],4%,-9%
O=C(N/N=C/c1ccc(Cl)cc1)c1ccc2c(c1)OCO2,.,13µM*,?
Cc1ccc(CC(=O)Nc2cccc([N+](=O)[O-])c2)cc1,4%,?,-23%
COC(=O)Cc1ccc(NC(=S)Nc2ccccn2)cc1,5%,?,?
Cc1ccc(C(C)C)c(OCC(=O)NNC(=O)Cn2[nH]c(=O)c3ccccc3c2=O)c1,-6%,-17%,-25%
Cc1ccc(C)c(OC(C)C(=O)Nc2nccs2)c1 (stereo not drawn),-3%,-8%,-10%
CC(C)c1ccc(NC(=O)CSC2=Nc3ccccc3C3=NC(CCC(=O)NCc4cccs4)C(=O)N23)cc1 (stereo not drawn),0%,26µM*,23µM*

# Part of the list above with just TDP1 cell noCPT and TDP1 cell CPT.
SMILES | TDP1 cell noCPT | TDP1 cell CPT
COc1ccc(N2CCN(C(=O)c3cc(=O)c4cc(C)ccc4o3)CC2)cc1 | ? | -28%
CCOc1ccc(OCCC(=O)Nc2ccc(F)cc2C)cc1 | -31% | -5%

# (next part)
SMILES,TDP1 inh,TDP1 cell noCPT,TDP1 cell CPT
CN(Cc1ccc(Cl)cc1Cl)C(=O)CNC(=O)c1ccco1,3%,5%,5%
CC(C)n1c(CCCO)nc2ccccc21,2%,-2%,-6%
Cn1nc(C(C)(C)C)cc1N1C(=O)CCC1(C)C(=O)NCc1ccccc1 (stereo not drawn),.,4%,-2%
Cc1ccccc1C(=O)NC(=S)N(C)CCc1ccccn1,0%,-2%,5%
Cc1ccc(C)c(S(=O)(=O)c2cn(C)c3cc(F)c(F)cc3c2=O)c1,1%,-16%,-18%
CCC(C)S(=O)(=O)c1oc(-c2ccc(F)cc2)nc1S(=O)(=O)c1ccc(F)cc1 (stereo not drawn),5%,1µM*,0.58µM*
O=c1cc(CSc2ccc(Cl)cc2)nc(N2CCOCC2)[nH]1,-3%,-9%,-1%
Cc1ccc(C(=O)Nc2ccc(-c3nc4ccccc4o3)cc2)cc1Cl,3%[12.3 µM],?,?
CCOC(=O)c1c(C)oc2c(CN3CCN(C)CC3)c(Br)c(OC)c(O)c12,5%,-11%,5%
C/C(=N\NC(=O)c1cccc(Cl)c1)c1cccc(NC(=O)C(C)C)c1,0%,-29%,-15%
CC(=O)Oc1ccc(C(=O)NCc2ccco2)cc1,4%,6%,-16%
CCOc1ccc(S(=O)(=O)NCCC(=O)NCC(c2ccc(OC)cc2)N2CCCCC2)cc1 (stereo not drawn),6%,-18%,-16%
CCN1C(=O)C(=Cc2cccc(OC)c2Oc2ccc([N+](=O)[O-])cc2[N+](=O)[O-])SC1=S,.,1.5µM*,1.5µM*
Oc1c(Br)cc(Br)cc1/C=N/NC(=S)N[C@H]1CC2C=CC1C2 (stereo partly drawn),11%,?,?
CCOC(=O)C(C)n1cnc2c(nnn2-c2ccc(C)cc2)c1=O (stereo not drawn),6%,-16%,-7%
CCOC(=O)c1[nH]c(C)c(C(=O)Nc2cc(Cl)ccc2C)c1C,9%,0.16µM*,0.15µM*
COc1ccc(OC)c(Nc2nc(=O)c3cccnc3s2)c1,0%,-21%,21µM*
COC(=O)C1=C2c3[nH]c4ccccc4c3CCN2C(=O)CC1,.,?,-5%
CCc1ccc(C(C)NC(=O)c2cc(C)oc2C)cc1 (stereo not drawn),-2%,23µM*,21µM*
O=C(Nc1ccc(S(=O)(=O)Nc2nccs2)cc1)c1cc(-c2ccccc2Cl)nc2ccccc12,12%,?,-28%

# 2 entries from above, as labelled records:
smiles: CC(C)n1c(CCCO)nc2ccccc21
  TDP1 inh = 2%
  TDP1 cell noCPT = -2%
  TDP1 cell CPT = -6%

smiles: CCOC(=O)c1[nH]c(C)c(C(=O)Nc2cc(Cl)ccc2C)c1C
  TDP1 inh = 9%
  TDP1 cell noCPT = 0.16µM*
  TDP1 cell CPT = 0.15µM*

# Additional compounds follow:
SMILES,TDP1 inh,TDP1 cell noCPT,TDP1 cell CPT
N#C/C(=C\c1ccco1)C(=O)NCC1CCCO1 (stereo not drawn),.,-11%,-12%
O=C(OCc1cccc(F)c1)c1ccc2c(c1)-c1ccccc1C2=O,8%,?,?
Cc1nnc(SCC(=O)N2CC(=O)Nc3ccccc32)n1C,5%,-14%,-10%
CCCCc1cc(=O)oc2cc(C)c(CN3CCCC3)c(O)c12,.,?,-29%
O=C(CN1C(=O)NC2(CCCCC2)C1=O)Nc1ccccc1N1CCCCC1,1%,?,?
CCCn1c(CN(Cc2ccccc2)Cc2ccccc2)nc2c1c(=O)n(C)c(=O)n2C,3%,15µM*,23µM*
CCSc1nc2c([nH]c3ccccc32)c(=O)n1CC,1%,-19%,3%
CC(C)c1nc2ccc(C(=O)NCc3ccccc3Br)cc2o1,5%,16µM*,?
O=C(NCCN1CCN(c2ccccc2)CC1)Nc1cccc(Br)c1,8%,29µM*,?
Cc1ccc2nc(NC(=O)CSc3nnc(C)c(=O)n3N)sc2c1,6%,-12%,-7%
COc1ccc(NC(=O)C2=CC(c3ccc(C)cc3)=NS(=O)(=O)N2C)cc1,.,23µM*,16µM*
COc1ccc(CNC(=O)C2CCCN(S(=O)(=O)N3CCC(C)CC3)C2)c(OC)c1 (stereo not drawn),5%,-21%,-29%
CC1Cc2ccccc2N1C(=O)c1ccc(N2CCCC2)c([N+](=O)[O-])c1 (stereo not drawn),5%,?,?
CCN1CCN(c2ccc(N3CCN(S(=O)(=O)c4ccc(C)c([N+](=O)[O-])c4)CC3)nn2)CC1,.,?,?
COC(=O)c1ccccc1NC(=O)C1CCCN(c2ncnc3onc(C)c23)C1 (stereo not drawn),-2%,?,?
O=C(CCS(=O)(=O)c1ccccc1)Nc1ccccc1-c1nc2ccccc2s1,1%,-16%,4%
Cc1c(C(=O)NCc2ccccc2C(F)(F)F)sc(=O)n1Cc1ccccc1C#N,.,-29%,-26%
CC(=O)Nc1ccc(C(=O)NCC2CCCCC2)cc1,.,0%,-10%
CCc1ccc(NC(=O)c2sc3nc(-c4ccccc4)cn3c2C)cc1,3%,?,?
O=C(NCc1ccccc1)c1cc2sccc2n1Cc1ccc(Cl)cc1,-4%,-15%,-14%
CC1CCCCN1C(=O)N[C@@H](Cc1ccccc1)C(=O)O (stereo partly drawn),3%,-6%,-21%
COc1ccc(Nc2ncccc2C(=O)Nc2ccccc2)cc1,-6%,29µM*,23µM*
S=C(Nc1cccc(Cl)c1Cl)N1CCC2(CC1)OCCO2,5%,5%,20%
O=C(NCC1c2ccccc2CCN1C(=O)CN1C(=O)c2ccccc2C1=O)C1CCCCC1 (stereo not drawn),0%,0%,-27%
CCOCCn1c(=O)c2c(nc3n2CCN3c2ccc(CC)cc2)n(C)c1=O,.,?,15µM*
O=C(N/N=C/c1ccccn1)c1cc(C2CC2)nc2ccccc12,8%,?,23µM*
Cc1nn(C)c(C)c1/C=C/C(=O)c1ccc(Cl)cc1Cl,6%,13µM*,8.2µM*
O=C(CCCSCCCC(=O)NN=Cc1ccccc1)NN=Cc1ccccc1,.,23µM*,?
COc1cccc(/C=N/Nc2nccnc2Cl)c1O,8%,4.6µM*,3.3µM*
Cc1noc(C)c1C(=O)N1CCC[C@@]2(CCN(C(=O)NC(C)C)C2)C1,.,0%,4%
O=c1oc(CCCO)cc2ccc(C#Cc3cccnc3)cc12,4%,-25%,?
CC(C)NC(=O)c1ccc(C(C)C)cc1,3%,?,-2%
Cc1ccc(-c2nc3c4ccccc4ccn3c2Cc2ccccc2)cc1,.,?,?
COc1ccc(NC(=O)CSc2ccc(-c3cccnc3)nn2)cc1,2%,-24%,-19%
CC(Nc1ccccc1)c1ccncc1 (stereo not drawn),-1%,-2%,0%
O=C(CN1CCN(C(=O)c2ccco2)CC1)Nc1ccc2c(c1)OCCO2,3%,-18%,-12%
CC(=O)c1cccc(N2C(=O)C3C4CCC(C4=C(C)C)C3C2=O)c1 (stereo not drawn),5%,?,-7%
CC1CC(=O)Nc2ccccc2N1C(=O)CSc1ncnc2sccc12 (stereo not drawn),2%,5%,13%
CCOC(=O)c1cnc(SCC(=O)Nc2ccc(NC(=O)CC)c(OC)c2)nc1N,0%,-20%,-13%
Cc1cc(=O)oc(C)c1C(=O)Nc1cccc2nonc12,0%,-18%,-17%
CSc1ncc(F)c(N(CCO)CCO)n1,5%,-25%,-3%
Cc1cccc(NCc2ccc(Br)cc2)n1,.,?,?
CN(CC(=O)Nc1cccc(C(F)(F)F)c1)Cc1ccccc1,7%,9.2µM*,?
CCn1c(NCc2ccco2)nc2ccccc21,0%,2%,4%
Cc1cccc(OCCCCc2c(C)n[nH]c2C)c1C,9%,?,12µM*
CCOC(=O)c1c(-c2ccc(F)cc2)csc1NC(=O)CCN1CCOCC1,.,21µM*,?
COc1ccc(Br)cc1/C=C1\Oc2ccccc2NC1=O,.,-12%,-4%
Nc1nnc(C2CCCC2)s1,-3%,2%,-3%
Cc1ccc(NCC(=O)Nc2ccc(Br)cc2)cc1C,6%,?,?
COc1ccc(C(CNS(=O)(=O)c2ccc(F)cc2)N2CCN(C)CC2)cc1 (stereo not drawn),0%,-10%,4%
O=C(CSc1ccsc1[N+](=O)[O-])N1CCCCCC1,-2%,2%,-7%
O=C(COC(=O)c1cccc(C(F)(F)F)c1)NCc1ccccc1,-3%,-25%,-19%
CC(C)CNS(=O)(=O)c1cc2c3c(c1)CC(=O)N3CCC2,.,2%,-1%
O=C1CC(c2cccc(F)c2)SC(N(c2ccccc2)c2ccccc2)=N1 (stereo not drawn),0%,-4%,-1%
N#CN=CN1CC=C(c2ccc(Cl)cc2)CC1,.,-3%,3%
COc1ccc(/C=C2\SC(N)=NC2=O)cc1Cl,.,-18%,-26%
O=S(=O)(Nc1cc(S(=O)(=O)N2CCCC2)ccc1O)c1ccc(Cl)s1,-1%,-11%,-5%
CC(=O)N(CCC(Cc1ccccc1)c1ccco1)Cc1ccco1 (stereo not drawn),6%,?,?
CC(NCC(O)COCCC12CC3CC(CC(C3)C1)C2)c1ccccc1 (stereo not drawn),-5%,15µM*,6.5µM*
CC1CCCN(C(=O)CSc2nnc(-c3ccco3)n2C)C1 (stereo not drawn),.,0%,1%
CCC1CN(C(=O)N2CCC(C(=O)N3CCN(c4ccccc4F)CC3)CC2)c2ccccc2O1 (stereo not drawn),4%,16µM*,16µM*

# Compound profiles (already shown).
# CC(=O)N(CCC(Cc1ccccc1)c1ccco1)Cc1ccco1 (stereo not drawn) is listed as TDP1 inh: 6%; TDP1 cell noCPT: ?; TDP1 cell CPT: ?
# Nc1nnc(C2CCCC2)s1 is listed as TDP1 inh: -3%; TDP1 cell noCPT: 2%; TDP1 cell CPT: -3%
